Nrf2 activator = qHTS of Nrf2 Activators. AID 624171, 2012. 0.31% of 410,000 active. AREc32 ARE-luciferase reporter (MCF7-derived line), luminescence, 24 h. Potency, µM (doses to about 46.1 µM), without a hit: top-dose activation, most hits filed as activators; further: potency means the concentration at half of the fitted maximal effect; % of control where 0% means no effect; nearly all actives have a fitted effect of over 65% in size
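Cells of the AREc32 ARE-luciferase line are plated in OPTI-MEM containing 5% FBS and left overnight at 37 deg C. Compounds are pinned in, incubation continues 24 hr, and firefly luciferase signal is then measured.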
A549 tox = Nrf2 qHTS screen for inhibitors: counterscreen for cytotoxicity | A549 ARE-Fluc cells, CellTiter-Fluor viability, 18-24 h | Potency, µM (series often up to 46 µM), without a hit: at the top dose activity change, negative = cytotoxicity, most hits filed as inhibitors | 0.16% of 390,000 active | AID 504648, 2011; further: potency means the concentration at half of the fitted maximal effect; on the % scale 0 is the no-effect control and ±100 the full control effect
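Cytotoxicity counterscreen: CellTiter-Fluor fluorescence was measured in A549 ARE_Fluc cells after 18-24 h of compound exposure in a concentration series. The subsequent BugLite luminescent read reports ARE-luciferase activity.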
CCT chaperon mod = High-Throughput Screening for Modulators of Cytosolic Chaperonin Activity; activity change, % (no concentration beside the values), hits read low; 0.3% of 360,000 active; purified chaperonin ATPase assay, HTRF ADP detection, 30 min; in the data active means activity change below about -30%; further: on the % scale 0 is the no-effect control and ±100 the full control effect
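ATPase activity: ADP formed was measured by HTRF Transcreener (665/615 nm ratio) after 30 min at 37 deg C with 10 uM ATP. Compounds screened at one 76 uM concentration against 40 or 20 nM TRiC in Tris pH 7.4/KCl/MgCl2/DTT buffer.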
Nrf2 inh = Nrf2 qHTS screen for inhibitors. A549 ARE-Fluc reporter, luciferase luminescence, 18-24 h. Potency, µM (doses to about 46 µM), inactives show at the highest dose activity change, negative = inhibition, usual class: inhibitors. 2.1% of 360,000 active; further: potency means the concentration at half of the fitted maximal effect; on the % scale 0 is the no-effect control and ±100 the full control effect; nearly all actives have a fitted effect of over 60% in size
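A549 ARE_Fluc cells (5000/well, 5% FBS OPTI-MEM) pre-incubated 2 h, then treated with compounds 18-24 h at 37C/5% CO2 in concentration-response. CellTiter-Fluor viability read first; BugLite luciferase luminescence after 15 min at room temperature gives Nrf2 activity.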
MmCpn inh = Inhibitors of TCP-1 ring complex (TRiC) of Methanococcus maripaludis (MmCpn): qHTS; Chaperonin Mm-Cpn (Methanococcus maripaludis); purified Mm-Cpn ATPase, ADP Transcreener TR-FRET; Potency, µM (doses to about 76.9 µM), without a hit: at the top dose activity, negative = inhibition, usual class: inhibitors; 0.031% of 330,000 active; further: potency means the concentration at half of the fitted maximal effect; on the % scale 0 is the no-effect control and ±100 the full control effect; nearly all actives have a fitted effect of over 80% in size
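Inhibition of chaperonin ATP hydrolysis is measured as reduced ADP production, detected by competitive TR-FRET in which signal falls with ADP. Final enzyme 25 nM and ATP 10 uM, reacted 30 min at 37°C.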
HepG2 viability = qHTS for Inhibitors of TGF-b: Cytotox Counterscreen; AID 588856, 2011; HepG2 CAGA-GFP viability, ATP luminescence, 18 h; Potency, µM (top dose mostly 46.1 µM), inactives show top-dose activity change, negative = cytotoxicity, usual class: cytotoxic; 0.76% of 410,000 active; further: potency means the concentration at half of the fitted maximal effect; some results filed as inactive show a strong effect at the top dose
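CellTiter-Glo luminescence gave cytotoxicity after 18 hours at 37 degrees C. The cells were HepG2 CAGA-GFP in 1% FBS DMEM, stimulated with 500 pg/mL TGF-beta after compound addition. %Activity was normalised to no-cell wells (complete cell-killing) and DMSO (no toxicity), and curves were fitted and classified.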
Akt phos inh = HTS Assay for Inhibitors of Akt Phophorylation: Primary Screen | activity change, % for hits at 50 µM | 0.32% of 360,000 active | Neuro2A IGF-stimulated pAkt S473 HTRF, 20 min; stronger effect = lower value; in the data active means activity change below about -80%; inconclusive means mostly about -51% to -80%; further: on the % scale 0 is the no-effect control and ±100 the full control effect
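Single-point screen (50 µM final compound) in Neuro2A cells stimulated 20 min with 6 nM IGF at 37 deg C. After lysis, Ser473-phosphorylated Akt read by HTRF (ex 330 nm, em 615/665 nm) as the 665/615 ratio.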
Abeta rescue = qHTS for compounds that reverse cellular toxicity of Amyloid beta (A-beta) peptide in yeast: Primary Screen; 0.063% of 410,000 active; Potency, µM (highest dose often 46.1 µM), for inactives: at the highest dose growth rescue, most hits filed as activators; yeast expressing A-beta42, growth rescue, OD600, 48 h; response scale: 0% DMSO, 100% iron-clioquinol control; further: potency means the concentration at half of the fitted maximal effect; nearly all actives have a fitted effect of over 55% in size
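Growth rescue measured by 600 nm absorbance after 48 h yeast culture at 30 C with compound. Values normalized between DMSO and an equimolar ferric chloride plus clioquinol control.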
TGFb SMAD3 inh = qHTS for Inhibitors of TGF-b | HepG2 CAGA-GFP TGF-b/SMAD3 reporter, GFP fluorescence, 18 h; TGF-beta stimulated, 500 pg/mL final | Potency, µM (top dose mostly 46.1 µM), for inactives: at the highest dose activity, negative = inhibition, usual class: inhibitors | 1.2% of 410,000 active | AID 588855, 2011; further: potency means the concentration at half of the fitted maximal effect; on the % scale 0 is the no-effect control and ±100 the full control effect; nearly all actives have a fitted effect of over 65% in size
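First, reporter cells (HEPG2 CAGA-GFP) rested 2 h at 37 degrees C. Next, compounds were pinned in and TGF-beta added to 500 pg/mL final. After 18 h, GFP was imaged per cell and summed per well.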
* = called active by the depositor; i = inactive; u = inconclusive; x = not tested or not shown; [ ] = remark or other dose. Unless noted, the call rests on the fitted dose curve; in most records, active means well fitted curve in the direction sought with a large enough effect; inconclusive means small, poorly fitted or top-dose-only effect, or another doubt; inactive means no such curve, though single readings can be large; an effect the other way counts as inactive or inconclusive.

entry | molecule | Nrf2 activator | A549 tox | CCT chaperon mod | Nrf2 inh | MmCpn inh | HepG2 viability | Akt phos inh | Abeta rescue | TGFb SMAD3 inh
1 | COc1cccc(CNC(=O)c2ccc3c(c2)sc2nc(-c4cccc(OC)c4)cn23)c1 | 7.0% | -2% | x | -12% | x | -21% | x | 3% | u
2 | Cc1cc(C(C)(C)C)c(O)c(C)c1CC1=NCCN1 | -0.9% | -1% | -0.6 | -9% | 2%[15.4 µM] | -1% | i | -19% | -29%
3 | COc1ccc(CCNC(=O)c2cc3c(=O)n4cccc(C)c4nc3n2C)cc1 | -0.7% | 2% | x | -2% | x | -16% | x | -7% | 5%
4 | COc1ccc(N2CCN(C(=O)CCn3nc(C)c(S(=O)(=O)N4CCCC4)c3C)CC2)cc1 | 2.1% | 0% | x | x | x | -14% | x | 0% | -15%
5 | CCCCc1c(O)nc(SCC(=O)N2CCOCC2)n(-c2ccccc2C)c1=O | -0.3% | 9% | -0.5 | 9% | 0% | -2% | -113%* | -9% | -6%
6 | CC(C(=O)Nc1c2c(cc3c1CCC3)CCC2)N1CCCC1 (stereo not given) | -0.1% | -9% | 1.1 | 3% | 0% | -1% | i | -4% | -4%
7 | COc1ccc(NC(=O)c2cnc(C)cn2)cc1-n1cnnn1 | -0.6% | -3% | -0.6 | 3% | 0% | -13% | i | -5% | 6%
8 | COC(C(=O)NC(C(C)C)C(C)C)c1ccccc1 (stereo not given) | -0.2% | 12% | -0.8 | -4% | 2% | -1% | i | 6% | 10%
9 | CCCCN1CN(Cc2ccco2)CNC1=S | -1.6% | 10% | -0.6 | 6% | 0% | -1% | i | -10% | 0%
10 | CC(=O)N1CCc2cc(S(=O)(=O)NC(C(=O)Nc3ccc4c(c3)OCCO4)C(C)C)ccc21 (stereo not given) | -0.2% | -11% | 0.1 | 0% | -3% | -24% | i | -8% | -7%
11 | COc1ccc(OC)c(/C=N/NC(=O)c2cc(-c3ccc(C)o3)nc3ccccc23)c1 | 0.2% | 4% | 0.8 | u | 0% | -1% | i | -6% | -32%
12 | CC(C)(C)n1nnnc1C(c1cccnc1)N1CCN(c2ccccn2)CC1 (stereo not given) | -0.6% | 3% | 1.1 | 17% | u | -35% | i | 8% | -9%
13 | CCc1ccc(C(=O)COC(=O)c2cccnc2Cl)cc1 | 3.7% | 3% | 0.0 | 3% | -1% | -8% | i | -13% | -6%
14 | COCCCN1C(=O)c2ccc(C(=O)O)cc2C1=O | -0.3% | 0% | -1.8 | x | 0% | 1% | x | -8% | -8%
15 | CCC(C)c1ccc(S(=O)(=O)N2CCN(S(=O)(=O)c3ccc(NC(C)=O)cc3)CC2)cc1 (stereo not given) | -0.8% | 1% | 0.2 | -4% | 1% | 36% | i | -1% | 62%[activator]
16 | O=C(Cc1ccccc1[N+](=O)[O-])N1CCN(c2ccc(F)cc2)CC1 | -0.3% | 18% | -0.9 | 0% | 1% | -13% | i | 8% | -5%
17 | CC(C)Nc1oc(Cc2cccc3ccccc23)nc1C#N | 0.3% | 13% | 0.1 | -20% | -2% | -24% | i | 26% | -5%
18 | O=C(c1ccc(COc2ccccc2Cl)o1)N1CCCC1 | 0.5% | 1% | 1.8 | -21% | 3% | -3% | i | -16% | 0%
19 | CCCC#Cc1cnc2c(c1)C(=O)N([C@H](C)CO)C[C@@H](C)[C@H](CN(C)S(=O)(=O)c1cccc(OC)c1)O2 | -0.6% | x | -0.1 | x | x | -27% | i | 7% | -2%
20 | COc1ccc(CCNC(=O)CSc2nnc(NC(C)=O)s2)cc1OC | -0.5% | 1% | -0.2 | 2% | 1% | -2% | i | 25% | 6%
21 | CN(C)C1=NC[C@H](Cc2ccccc2)N1CC1CCCCC1 | 3.8% | -17% | 2.6 | u | 2% | -24% | i | 3% | -9%
22 | COC(=O)c1cc(S(=O)(=O)N2CCC(c3ccccc3)C2)c[nH]1 (stereo not given) | 2.5% | 2% | 2.5 | 12% | 7% | 4% | i | x | 18%
23 | CCC(OC(=O)CCc1nc2ccccc2[nH]c1=O)C(=O)c1ccccc1 (stereo not given) | 0.1% | x | -2.9 | -15% | 0% | -16% | i | -7% | -2%
24 | Cc1c(NS(=O)(=O)c2cc(C(=O)OCC(=O)c3ccccc3F)ccc2Cl)c(=O)n(-c2ccccc2)n1C | -0.2% | x | -0.6 | x | x | -1% | i | 8% | -14%
25 | C/C=C\C=C/C(=O)Nc1cccc(C2=NOC3(C2)C[C@H](C(N)=O)N(C(=O)CC)C3)c1 (stereo not given in full) | 0.0% | 1% | -4.0 | 5% | 0% | -1% | i | 10% | 16%
26 | O=C(Cc1c(O)c2ccccc2oc1=O)c1ccc(F)cc1 | 9.9% | 0% | -0.4 | 2% | -1% | 1% | i | 4% | -10%
27 | COc1cc(NC(=O)c2ccc(C)cc2)c(OC)cc1NC(=O)CN1CCOCC1 | 3.1% | -3% | -6.4 | 28% | 0% | 2% | x | -2% | 0%
28 | COC(=O)c1cc(C)sc1NC(=O)CCCC(=O)O | -0.3% | 5% | -0.5 | u | -2% | -2% | i | 0% | -2%
29 | CC1C(c2ccc3c(c2)OCO3)c2cc3c(cc2OC1N1CCOCC1)OCO3 (stereo not given) | 0.0% | 1% | -3.9 | 2% | x | -22% | i | -8% | u
30 | CCOC(=O)N1CCN(C(=O)Cn2cc3c(n2)CCCC3)CC1 | -0.2% | -2% | 1.9 | 1% | 2% | 2% | i | 18% | 5%
31 | CCOc1ccc(CNCCc2ccc(S(N)(=O)=O)cc2)cc1 | 0.1% | 0% | -3.3 | 10% | 0% | -7% | i | 2% | -2%
32 | O=C(c1ccccc1)c1cccn1CC(=O)N1CCN(c2ccc(F)cc2)CC1 | 5.6% | -4% | -5.7 | -18% | 0% | -7% | i | u | 21%
33 | Cc1ccc(NC(=O)CSc2nc3ccccc3nc2Cc2ccccc2)c(Cl)c1 | -0.4% | 3% | x | x | x | -19% | x | -9% | 1%
34 | CCOC(=O)CSc1nc(C)c(C(C)=O)cc1C(N)=O | -0.3% | -4% | 0.6 | -8% | -1% | 19% | i | 6% | 9%
35 | Cc1cc(C)c(-c2csc(NC(=O)/C=C/c3cccs3)n2)c(C)c1 | 2.7% | -16% | -0.1 | 23µM* | -2% | -6% | i | 15% | u
36 | Cc1nc(-c2ccc(S(=O)(=O)NCC3CCN(C(=O)OC(C)(C)C)CC3)s2)cs1 | 5.2% | -3% | 0.5 | u | -4% | -18% | i | 19% | u
37 | O=C(NNC(=O)c1ccccc1O)c1ccc(S(=O)(=O)Nc2ccccc2F)cc1 | -0.4% | 0% | 0.4 | 18% | -5% | -20% | i | -11% | -20%
38 | Cc1cc(NC(=O)Cn2nnc3sc4c(c3c2=O)CCCC4)no1 | 1.2% | -16% | -1.8 | -18% | 1% | -7% | i | 6% | 2%
39 | Cc1cc(NC(=O)Nc2ccc(F)cc2)no1 | 0.6% | -10% | 1.9 | -1% | -1% | 15% | i | 12% | 2%
40 | CC(=O)Nc1ccc(NC(=O)CSc2nc3ccccc3o2)cc1 | 4.3% | -1% | -4.7 | 22% | 5% | 5% | i | 1% | -6%
41 | COc1ccc(-c2nnn(Cc3ccccc3)n2)cc1 | 2.8% | 4% | -2.7 | u | 1% | -1% | i | -9% | 27%
42 | O=C(Nc1ccc2oc(-c3ccccc3Cl)nc2c1)c1ncn[nH]1 | 2.6% | -3% | 2.4 | u | 0% | 4% | i | -1% | 8%

Among those listed so far, these have four or more nitrogen atoms:
entry | molecule | Nrf2 activator | A549 tox | CCT chaperon mod | Nrf2 inh | MmCpn inh | HepG2 viability | Akt phos inh | Abeta rescue | TGFb SMAD3 inh
3 | COc1ccc(CCNC(=O)c2cc3c(=O)n4cccc(C)c4nc3n2C)cc1 | -0.7% | 2% | x | -2% | x | -16% | x | -7% | 5%
4 | COc1ccc(N2CCN(C(=O)CCn3nc(C)c(S(=O)(=O)N4CCCC4)c3C)CC2)cc1 | 2.1% | 0% | x | x | x | -14% | x | 0% | -15%
7 | COc1ccc(NC(=O)c2cnc(C)cn2)cc1-n1cnnn1 | -0.6% | -3% | -0.6 | 3% | 0% | -13% | i | -5% | 6%
12 | CC(C)(C)n1nnnc1C(c1cccnc1)N1CCN(c2ccccn2)CC1 (stereo not given) | -0.6% | 3% | 1.1 | 17% | u | -35% | i | 8% | -9%
20 | COc1ccc(CCNC(=O)CSc2nnc(NC(C)=O)s2)cc1OC | -0.5% | 1% | -0.2 | 2% | 1% | -2% | i | 25% | 6%
25 | C/C=C\C=C/C(=O)Nc1cccc(C2=NOC3(C2)C[C@H](C(N)=O)N(C(=O)CC)C3)c1 (stereo not given in full) | 0.0% | 1% | -4.0 | 5% | 0% | -1% | i | 10% | 16%
30 | CCOC(=O)N1CCN(C(=O)Cn2cc3c(n2)CCCC3)CC1 | -0.2% | -2% | 1.9 | 1% | 2% | 2% | i | 18% | 5%
38 | Cc1cc(NC(=O)Cn2nnc3sc4c(c3c2=O)CCCC4)no1 | 1.2% | -16% | -1.8 | -18% | 1% | -7% | i | 6% | 2%
41 | COc1ccc(-c2nnn(Cc3ccccc3)n2)cc1 | 2.8% | 4% | -2.7 | u | 1% | -1% | i | -9% | 27%
42 | O=C(Nc1ccc2oc(-c3ccccc3Cl)nc2c1)c1ncn[nH]1 | 2.6% | -3% | 2.4 | u | 0% | 4% | i | -1% | 8%
